Screening data (PubChem BioAssay)
D3 ag: qHTS of D3 Dopamine Receptor Agonist: qHTS. D(3) dopamine receptor (Homo sapiens), P35462. max activation, %. AID 652048, 2013. hit rate 0.58% among 410,000. D3R DiscoveRx beta-arrestin cells, luminescence, 90 min; in the data active means max activation above about 30%; further: 0% is about no effect; mostly tested at two doses, the higher about 12 µM
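Agonist-mode cell screen: cells plated at 1500/well and incubated overnight at 37 °C, then exposed to library compounds for 90 min at 37 °C. Detection reagent was added for 30–60 min at room temperature, and luminescence was read.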
TDP-43 yeast inh: qHTS of TDP-43 Inhibitors | TDP-43 expressing yeast growth rescue, BacTiter-Glo, 24 h | Potency, µM (top dose mostly 46.1 µM), for inactives: top-dose growth rescue (activation), actives largely listed as activators | hit rate 1.8% among 410,000; further: potency means the concentration at half of the fitted maximal effect; % of control where 0% means no effect; nearly all actives have a fitted effect of over 50% in size
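Luminescence from BacTiter-Glo reports growth of TDP-43-expressing yeast after 24 hr at 30 deg C with compound. Cells were raffinose-pregrown to mid-log, then seeded in galactose medium at OD600=0.02.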
GLP-1R agonist: qHTS of GLP-1 Receptor Agonists | Glucagon-like peptide 1 receptor (Homo sapiens), P43220 | HEK293 GLP-1R CRE-luciferase, luminescence, 4-6 h; cells express a hypersensitive GLP-1R form | Potency, µM (doses to about 45.6 µM), without a hit: top-dose activation, usual class: activators | hit rate 0.007% among 380,000 | AID 624172, 2012; further: potency means the concentration at half of the fitted maximal effect; % of control where 0% means no effect
Target sequence (P43220 whole entry, looked up): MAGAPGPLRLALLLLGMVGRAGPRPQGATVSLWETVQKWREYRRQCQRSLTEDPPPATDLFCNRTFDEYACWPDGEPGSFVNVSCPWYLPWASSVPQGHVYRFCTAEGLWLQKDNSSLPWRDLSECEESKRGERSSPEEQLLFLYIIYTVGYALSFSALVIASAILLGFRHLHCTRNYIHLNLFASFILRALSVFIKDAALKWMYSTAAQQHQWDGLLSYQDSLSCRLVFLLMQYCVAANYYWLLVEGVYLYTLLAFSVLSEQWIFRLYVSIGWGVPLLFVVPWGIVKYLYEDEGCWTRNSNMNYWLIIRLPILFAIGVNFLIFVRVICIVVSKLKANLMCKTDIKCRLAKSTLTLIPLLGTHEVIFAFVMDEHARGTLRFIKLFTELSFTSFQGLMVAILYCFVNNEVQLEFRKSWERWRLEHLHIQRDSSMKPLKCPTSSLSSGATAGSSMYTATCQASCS
DRD3 antagonist: qHTS of D3 Dopamine Receptor Antagonist: qHTS; D(3) dopamine receptor (Homo sapiens), P35462; D3R cells, DiscoveRx beta-arrestin luminescence, antagonist mode; hits give low values; max response, negative = inhibition, %; hit rate 2.5% among 360,000; in the data active means max response below about -50%; inconclusive means no clear call, values can overlap the other calls; further: on the % scale 0 is the no-effect control and ±100 the full control effect; mostly tested at two doses, the higher about 12 µM
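Cells plated overnight at 1500 cells/well, then exposed to library compounds with dopamine controls for 90 minutes at 37 degrees C. DiscoveRx reagent added for 30–60 minutes at room temperature; luminescence read, quantitative HTS format.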
GLP1R inv ag: qHTS of GLP-1 Receptor Inverse Agonists (Inhibition Mode); hit rate 1.6% among 410,000; Potency, µM (top dose mostly 38.3 µM), inactives show top-dose activity change, negative = inhibition, usual class: inhibitors; HEK293 GLP-1R CRE-luciferase, luminescence, 24 h; GLP-1R form is constitutively active; Glucagon-like peptide 1 receptor (Homo sapiens), P43220; AID 624417, 2012; further: potency means the concentration at half of the fitted maximal effect; on the % scale 0 is the no-effect control and ±100 the full control effect; nearly all actives have a fitted effect of over 55% in size
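Seeding at 200 cells/uL, 12 h culture, 24 hr compound treatment, then luciferase reagent and a luminescence read; cells are HEK293 stably expressing a constitutively active GLP-1R plus cAMP-responsive luciferase.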
aSyn yeast inh: qHTS of alpha-syn Inhibitors; AID 652106, 2013; hit rate 0.14% among 370,000; Potency, µM (top dose mostly 46.1 µM), for the others: at the top dose growth rescue (activation), most hits filed as activators; Yeast expressing alpha-synuclein, growth rescue, BacTiter-Glo, 24 h; further: potency means the concentration at half of the fitted maximal effect; % of control where 0% means no effect; nearly all actives have a fitted effect of over 65% in size
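Galactose-induced alpha-syn yeast (OD600=0.02, raffinose-pregrown) + pinned cpd, 24 hr, 30 deg C; growth by BacTiter-Glo luminescence. Growth restoration scores as activation.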
KB-V1 cytotox: qHTS assay for MDR1-selective chemotherapeutics: Primary screen using the drug-selected MDR subline cells KB-V1; KB-V1 MDR cells viability, CellTiter-Glo, 72 h; Potency, µM (doses to about 46.1 µM), inactives show at the highest dose activity change, negative = cytotoxicity, hits mostly cytotoxic; hit rate 3.4% among 400,000; further: potency means the concentration at half of the fitted maximal effect; on the % scale 0 is the no-effect control and ±100 the full control effect; nearly all actives have a fitted effect of over 60% in size
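Cells of the MDR subline KB-V1 are plated, dosed with compound at multiple concentrations, and incubated 72 h at 37 degrees C; CellTiter-Glo is then added and luminescence read after 10 min.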
PTHR1 agonist: qHTS for PTHR1 Agonists: Primary Screen; Parathyroid hormone/parathyroid hormone-related peptide receptor (Homo sapiens), Q03431; HEK293 GP2 PTHR1 cells, GloSensor cAMP luminescence, 1 h; Potency, µM (highest dose often 115 µM), inactives show top-dose activation, hits mostly activators; hit rate 0.075% among 410,000; further: potency means the concentration at half of the fitted maximal effect; nearly all actives have a fitted effect of over 55% in size; some results filed as inactive show a strong effect at the top dose; inactives centre near -15; many of its hits are not listed in these tables
Target sequence (Q03431 whole entry, looked up): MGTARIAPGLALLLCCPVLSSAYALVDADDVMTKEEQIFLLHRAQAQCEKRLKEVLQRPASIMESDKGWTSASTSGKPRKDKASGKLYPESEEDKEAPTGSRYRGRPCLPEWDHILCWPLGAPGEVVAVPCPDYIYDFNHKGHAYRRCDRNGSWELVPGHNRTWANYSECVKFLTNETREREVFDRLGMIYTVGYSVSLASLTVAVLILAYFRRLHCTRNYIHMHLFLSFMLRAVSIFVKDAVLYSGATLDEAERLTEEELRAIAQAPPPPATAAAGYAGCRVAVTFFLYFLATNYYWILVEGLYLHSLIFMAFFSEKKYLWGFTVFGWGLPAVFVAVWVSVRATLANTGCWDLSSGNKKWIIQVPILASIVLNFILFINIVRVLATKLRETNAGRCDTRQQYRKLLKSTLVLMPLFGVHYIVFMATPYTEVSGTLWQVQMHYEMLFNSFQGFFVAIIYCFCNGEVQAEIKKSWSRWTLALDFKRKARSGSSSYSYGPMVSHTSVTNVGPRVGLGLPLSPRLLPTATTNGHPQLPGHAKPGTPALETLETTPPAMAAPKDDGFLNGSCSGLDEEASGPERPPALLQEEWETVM
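HEK-293-derived GP2 cells expressing PTHR1 and a GloSensor cAMP reporter, 3,000/well, plated overnight, given luciferin plus IBMX (each 0.5 mM as added) for 1 h at 37 °C, then compound for 1 h at 37 °C. Luminescence was read after 15 min at room temperature.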
HEK293 tox: qHTS of GLP-1 Receptor Inverse Agonists: Cytotox Screen. HEK293 cAMP-luciferase reporter cells, luminescence, 24 h. Potency, µM (series often up to 38.3 µM), without a hit: at the top dose activity change, negative = inhibition, usual class: inhibitors. hit rate 0.13% among 410,000. AID 624418, 2012;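 further: loss of luciferase light is scored as toxicity; potency means the concentration at half of the fitted maximal effect; on the % scale 0 is the no-effect control and ±100 the full control effect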
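1536-well qHTS counterscreen of the MLSMR; 200 cells/uL, 12 h pre-incubation, 23 nL cpd, 24 h at 37 deg C 5% CO2, luciferase detection reagent, 12 min RT, luminescence. Inhibition = undesired.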
* hit, by the source's call; i = inactive; ? = inconclusive; / = not tested or not shown; [ ] = dose if it differs, or a comment. Unless noted, the call rests on the fitted dose curve; in most records, active means well fitted curve in the direction sought with a large enough effect; inconclusive means small, poorly fitted or top-dose-only effect, or another doubt; inactive means no such curve, though single readings can be large; an effect the other way counts as inactive or inconclusive. Only part of the results is shown (hit frequency here may not be typical).

SMILES | D3 ag | TDP-43 yeast inh | GLP-1R agonist | DRD3 antagonist | GLP1R inv ag | aSyn yeast inh | KB-V1 cytotox | PTHR1 agonist | HEK293 tox
Cc1cc(C)cc(C(=O)N2CCN=C2SCc2ccc([N+](=O)[O-])cc2)c1 | 2 | 0% | 0% | -8 | 0% | -10% | -10% | -33%[inhibitor] | 8%
CCOc1cc(C2NC(=O)NC(C)=C2C(=O)OC(C)CC)cc(Br)c1O (stereo not given) | 1 | -3% | 21% | -8 | -17% | -7% | -12% | i | -20%
c1ccc(CSc2ccc(-c3cccnc3)nn2)nc1 | 4 | 8% | 0% | 16 | -5%[7.66 µM] | -2% | -21% | -6% | 0%[7.66 µM]
COc1ccccc1OCC(=O)Nc1nnc2n1CCS2 | -11 | 0% | / | / | 12% | / | / | -16% | 0%
Cc1cccc(NC(=O)CN2C(=O)C(c3ccc(F)cc3)=NC23CCCCCC3)c1 | -8 | 17% | / | / | ? | / | / | -53%[inhibitor] | -30%
COc1cc(C(=S)N2CCOCC2)ccc1OC(=O)c1ccccc1 | 9 | 0% | -3% | 16 | 16% | 2% | -1% | -13% | 0%
COc1cccc(N(CC(=O)NC(C)c2ccccc2)S(C)(=O)=O)c1 (stereo not given) | -3 | 2% | 3% | ? | -7% | 4% | 6% | i | 8%
Cc1cc(NC(=O)CSc2nc(CC(C)(C)C)nc3c2c(=O)n(C)c(=O)n3C)no1 | 1 | 7% | -5% | -11 | 17% | 0% | -6% | -57%[inhibitor] | -17%
O=C1CC(C(=O)N2CCN(c3ccccc3)CC2)CN1Cc1ccccc1 (stereo not given) | -2 | 10% | -7% | -8 | 7% | 7% | / | i | -1%
CCn1cnc2sc(C(=O)Nc3ccc4c(c3)OCO4)c(C)c2c1=O | 2 | 17% | 4% | 23 | 89%[activator] | -13% | 0% | -1%[57.5 µM] | -10%
CCOC(=O)c1c(C)oc2ncnc(Nc3ccc(F)cc3Cl)c12 | 0 | 9% | / | / | -5% | / | 14% | 15% | 6%
CCCN(CCC)c1nc(-c2ccccn2)nc2ccccc12 | -9 | -10% | 18% | ? | 3.5µM* | -2% | 2.9µM* | -18% | ?
COc1ccc2oc(-c3ccc(NC(=O)c4ccc(N5CCOCC5)c([N+](=O)[O-])c4)cc3)nc2c1 | 54* | 0% | 1% | 82 | -13% | -5% | ? | -36%[inhibitor] | -9%
O=C(c1cc2cc(F)ccc2[nH]1)N1CCN(C(=O)c2ccco2)CC1 | -6 | -1% | 3% | -16 | -2% | 3% | -8% | i | 8%
N#C/C(=C\c1c(N2CCN(c3ccccc3)CC2)nc2ccccn2c1=O)S(=O)(=O)c1ccccc1 | -7 | -11% | -2% | 13 | -3% | 5% | -12% | i | 5%
c1cc(-c2cc3nc(NC4CCCCC4)ccn3n2)ccc1OCCN1CCOCC1 | 2 | 16% | -17% | 97 | ? | -14% | ? | -27% | ?
Cc1cc(NC(=O)C2C3C(=O)N(CC4CCCO4)C(C(=O)NC(C)(C)C)C34C=CC2(C)O4)no1 (stereo not given) | -7 | -7% | -2% | -9 | -2% | -2% | 0% | i | 0%
O=C(NCc1ccccc1)C(c1ccc(-c2ccccc2)cc1)n1c(=O)c(-c2cc3ccccc3[nH]2)nc2ccccc21 (stereo not given) | 10 | 24% | / | 13 | 2% | 13% | 6% | i | 37%[activator]
Cc1ccc(-n2c(-c3ccccc3)c[nH]c2=S)cc1 | 41* | 4% | 0% | 0 | 16% | -14% | ? | -27% | ?
CC(=NO)C1CCC2C3CCC4CC(=NO)CCC4(C)C3C(C)(O)CC12C (stereo not given) | 7 | 3% | -1% | 13 | ? | 15% | 12µM* | -13% | -30%

Structural class, those above containing fluorine (three)
SMILES | D3 ag | TDP-43 yeast inh | GLP-1R agonist | DRD3 antagonist | GLP1R inv ag | aSyn yeast inh | KB-V1 cytotox | PTHR1 agonist | HEK293 tox
Cc1cccc(NC(=O)CN2C(=O)C(c3ccc(F)cc3)=NC23CCCCCC3)c1 | -8 | 17% | / | / | ? | / | / | -53%[inhibitor] | -30%
CCOC(=O)c1c(C)oc2ncnc(Nc3ccc(F)cc3Cl)c12 | 0 | 9% | / | / | -5% | / | 14% | 15% | 6%
O=C(c1cc2cc(F)ccc2[nH]1)N1CCN(C(=O)c2ccco2)CC1 | -6 | -1% | 3% | -16 | -2% | 3% | -8% | i | 8%

Additional results follow.
SMILES | D3 ag | TDP-43 yeast inh | GLP-1R agonist | DRD3 antagonist | GLP1R inv ag | aSyn yeast inh | KB-V1 cytotox | PTHR1 agonist | HEK293 tox
CC(Oc1ccc(Cl)cc1Cl)C(=O)Nc1ccc(N2CCN(C)CC2)cc1 (stereo not given) | -2 | 2% | 7% | 0 | -79% | 3% | ? | i | ?
CC1=C(C#N)C(c2cn(-c3ccccc3)nc2-c2cccs2)C(C#N)=C(C)N1 | 33* | 2% | -1% | 26 | ? | -7% | -9% | 25% | 1%
O=C(Nc1ccc(Br)cc1F)N1CCC(CN2CCCC2)CC1 | -13 | 6% | / | / | 1% | / | / | i | 3%
COc1ccc(-c2nn(-c3ccccc3)cc2/C=C2/SC(=S)N(CCCC(=O)O)C2=O)c(C)c1 | -10 | -2% | 18% | -7 | ? | -17% | -5% | -12% | ?
O=C(O)CN(c1ccccc1)C1SC(=O)NC1=O (stereo not given) | 6 | 17% | -15% | 0 | 1% | 2% | 0% | -20% | 2%
COC(=O)c1ccc(N2C(=O)Cc3cc(OC)c(OC)cc3C2c2ccc(F)cc2)cc1 (stereo not given) | -1 | 17% | / | / | -11% | / | -7% | -14% | 7%
O=C(NCc1ccc2c(c1)OCO2)C(=O)NCC1OCCN1S(=O)(=O)c1ccc(Br)cc1 (stereo not given) | -13 | -13% | 8% | 3 | -63% | ? | -19% | -42%[inhibitor] | -13%
CCNC(=O)C1(C)CCCN1C(=O)c1ccc(C#N)cc1 (stereo not given) | 0 | -2% | -6% | -13 | -22% | -9% | 15% | -22% | 2%
COc1ccc(OC)c(NC(=O)CN2C(=O)CCc3cc(S(=O)(=O)N4CCCCC4)ccc32)c1 | -14 | -10% | / | / | 7% | / | -3% | ? | -3%
COCc1c(C(=O)N/N=C\c2cccnc2)nnn1-c1nonc1N | -3 | -8% | 0% | 2 | -10% | 7% | 1% | i | 2%
CC(NC(=O)C(C)N1C(=O)c2cccc([N+](=O)[O-])c2C1=O)c1ccccc1 (stereo not given) | -1 | -22% | 10% | -5 | 11% | 0% | -10% | i | 7%
OCCCc1cn(Cc2ccccc2)c2ccccc12 | 5 | 0% | 11% | 0 | ? | 7% | -12% | -26% | 0%
CCOc1ccccc1Nc1sc(C(=O)c2ccccc2)c(N)c1C(=O)Nc1ccc(F)cc1 | 9 | -6% | / | / | -17% | / | ? | -25% | 1%
COC(=O)c1ccc(Cl)c(NC(=O)CN(c2ccccc2)S(=O)(=O)c2ccc(OC)cc2)c1 | -7 | 20% | -7% | 5 | ? | 8% | ? | -9% | 8%
CCC(NC(=O)c1oc2ccccc2c1COC)c1ccc(OC)cc1 (stereo not given) | 2 | 0% | 11% | 0 | ? | 10% | -11% | -17% | 6%
CC(Nc1c([N+](=O)[O-])c(=O)oc2ccccc12)C(Cl)c1ccccc1 (stereo not given) | -13 | -19% | -14% | -16 | ? | -12% | 0% | -1%[57.5 µM] | 13%
CC(C)c1ccc(NC(=O)C(Cc2ccccc2)n2cccc2)cc1 (stereo not given) | -4 | 44% | / | / | ? | / | / | -31% | -2%
CC(=O)Nc1ccc(S(=O)(=O)CC(=O)CS(=O)(=O)c2ccc(NC(C)=O)cc2)cc1 | -4 | 7% | -2% | 8 | 9% | -1% | 6% | 13% | 5%
O=[N+]([O-])c1ccc2oc(/C=C/c3ccc(O)cc3)nc2c1 | 5 | ? | -2% | -2 | 6% | -3% | -10% | -10% | 3%
CCS(=O)(=O)N1Cc2ccccc2CC1C(=O)Nc1ccccc1OC (stereo not given) | -12 | 1% | 4% | 12 | 3% | 0% | -16% | i | -5%
Cc1ccc(NC(=O)CN2C(=O)NC3(CCCCC3)C2=O)cc1S(=O)(=O)N1CCOCC1 | 2 | 16% | 4% | -12 | 14% | -1% | -3% | i | -19%
CCN(CC)CCNC(=O)c1ccc(-n2c(-c3ccccc3)cc3c2CCCC3)cc1 | -9 | 14% | / | / | -15% | / | / | -17% | -3%
C[C@@H]1CN([C@H](C)CO)C(=O)CCCn2nncc2CO[C@H]1CN(C)Cc1ccc(C(=O)O)cc1 | 3 | 4% | 2% | 16 | 9% | -1% | 4% | 0% | -7%
CCOC(=O)C1CCCN(CC(=O)c2ccc(F)cc2)C1 (stereo not given) | -14 | 13% | 0% | -66* | 7% | 9% | 13% | -5% | -1%
COc1cc(Nc2cc(C)nc3ncnn23)cc(OC)c1OC | -1 | 1% | 1% | -13 | 45%[activator] | -6% | -7% | -5% | 2%
CN(c1ccccc1)S(=O)(=O)c1ccc(C(=O)NNC(=O)c2ccccc2)cc1 | -11 | -7% | 3% | -29 | -14% | 0%[1.84 µM] | 0% | -18% | 5%
O=C(NC1CCCCC1)NC1CCN(CC(=O)N2CCOCC2)CC1 | 0 | 2% | 4% | -20 | 2% | -5% | 9% | -12% | 13%
CC/C(=C\C(=O)c1ccncc1)Nc1ccc(O)cc1 | -12 | -12% | 7% | -17 | 1% | 8% | -3% | -16% | -25%
